# D1 antagonist – blocks dopamine activation of the human D1 receptor. activity change, negative = inhibition, % at 10 µM. HEK293 TREx D1 cells, calcium flux, dopamine EC80; hits give low values. AID 504652. hit rate 3.2% among 360,000. P21728; in the data active = activity change below about -30%; also: % is scaled to controls: 0 for no effect and ±100 for the full control effect
# Target sequence (P21728 whole entry, looked up): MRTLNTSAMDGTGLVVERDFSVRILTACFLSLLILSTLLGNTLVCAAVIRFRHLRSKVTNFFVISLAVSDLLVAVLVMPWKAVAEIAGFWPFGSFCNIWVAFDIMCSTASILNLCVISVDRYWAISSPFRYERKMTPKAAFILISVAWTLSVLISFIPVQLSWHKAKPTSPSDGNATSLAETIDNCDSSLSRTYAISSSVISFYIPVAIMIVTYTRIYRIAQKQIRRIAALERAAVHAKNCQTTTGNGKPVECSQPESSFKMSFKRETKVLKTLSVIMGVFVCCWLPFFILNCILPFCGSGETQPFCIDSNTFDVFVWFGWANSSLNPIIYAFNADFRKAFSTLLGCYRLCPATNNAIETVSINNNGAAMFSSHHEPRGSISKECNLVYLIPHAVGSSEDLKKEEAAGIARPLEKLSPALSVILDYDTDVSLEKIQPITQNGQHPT
#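 Kinetic fluorescence of a calcium dye serves as the read-out. D1-expressing Hek293 Trex cells, induced overnight at 30 C, are exposed to compound for 180 s before an EC80 dopamine addition, then read 180 s further.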
# D1 potentiator – potentiators of human D1 dopamine receptor | potentiation, % at 10 µM | hit rate 0.036% among 360,000 | P21728 | HEK293 TREx D1 cells, calcium flux, dopamine EC20 potentiation | AID 504651; in the data active = potentiation above about 30%; also: 0% is about no effect
# TRHR enhancer – TRH receptor (human) allosteric enhancement. P34981. TRHR cells, fluo-8 calcium fluorescence, EC20 TRH enhancement. hit rate 0.66% among 360,000. enhancement, % at 2 µM. AID 493056; in the data active = enhancement above about 30%; also: 0% is about no effect
#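 Enhancer read-out: after compound pinning and an initial kinetic agonist-mode read, an EC20 of TRH (10 nM final) was injected and fluo-8 calcium signal (Ex 480/Em 530) followed at 1 s/cycle for 100 cycles in TRHR-expressing cells.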
# D2 PAM – positively modulates the human D2 dopamine receptor allosterically; potentiation, % at 10 µM; HEK293 T-REx D2, calcium flux, EC20 dopamine potentiation; hit rate 0.34% among 340,000; P14416;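 active = potentiation over 3 SD above the plate norm, cut at about 30% in these data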; also: 0% is about no effect
# Target sequence (P14416 whole entry, looked up): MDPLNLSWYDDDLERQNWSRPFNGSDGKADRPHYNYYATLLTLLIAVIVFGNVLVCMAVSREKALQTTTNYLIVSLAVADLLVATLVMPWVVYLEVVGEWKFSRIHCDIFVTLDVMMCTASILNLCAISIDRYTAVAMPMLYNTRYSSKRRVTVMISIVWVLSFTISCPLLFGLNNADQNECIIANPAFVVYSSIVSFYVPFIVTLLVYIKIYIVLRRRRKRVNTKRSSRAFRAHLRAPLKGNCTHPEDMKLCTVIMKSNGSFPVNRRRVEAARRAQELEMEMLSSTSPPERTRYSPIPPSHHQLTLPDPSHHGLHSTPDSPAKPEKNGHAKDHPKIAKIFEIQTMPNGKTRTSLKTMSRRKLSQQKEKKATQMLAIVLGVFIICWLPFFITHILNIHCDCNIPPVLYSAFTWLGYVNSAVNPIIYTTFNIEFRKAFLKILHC
#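 Using a no-wash calcium dye in inducible, force-coupled HEK293 Trex cells expressing D2, we tracked fluorescence each second for 180 s after compound, then for 180 s after EC20 dopamine to detect augmented signalling.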
# RXFP1 ag – agonists of human relaxin receptor RXFP1; hit rate 0.3% among 370,000; AID 2676; Q9HBX9; HEK293T-RXFP1 cAMP TR-FRET, 30 min; response scale: percent of porcine relaxin response, buffer zero; Potency, µM (highest dose often 57.5 µM), for inactives: at the highest dose activation, most hits filed as activators; active = well fitted activation curve with a large enough effect; also: potency is read from the fitted curve at half-maximal effect; % is scaled to controls: 0 for no effect and ±100 for the full control effect; nearly all actives have a fitted effect of over 60% in size; many of its hits are not listed in these tables
#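 HEK293T cells stably expressing RXFP1 were pretreated with the PDE4 inhibitor Ro 20174, exposed to compounds for 30 min at 37C, lysed, and cAMP was read by TR-FRET. Data normalized to buffer (basal) and 29 nM porcine relaxin (100%).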
# D1 agonist – agonists of human D1 dopamine receptor; hit rate 1% among 360,000; activation, % at 2 µM; P21728; HEK293 T-REx D1 cells, calcium flux, agonist mode; in the data active = activation above about 30%; also: 0% is about no effect
#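 Agonism was scored from calcium flux recorded over 180 s (1 read/s) after pintool compound addition, following a 10-cycle baseline. Cells were inducible force-coupled HEK293 TREx D1, plated overnight at 30 C and loaded with no-wash calcium dye.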
# D2 antagonist – D2 dopamine receptor (human) antagonism | inhibition, % at 10 µM | HEK293 TREx D2 cells, calcium flux, dopamine EC80 | hit rate 2% among 340,000; in the data active = inhibition above about 30%; also: 0% is about no effect
#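 Measurement of antagonist activity uses fluorescent calcium dye in inducible HEK293 T-REx D2 cells: 10 s baseline, compound addition with 180 s read, EC80 dopamine addition with a further 180 s read.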
# D2 ag – activates the human D2 dopamine receptor; HEK293 T-REx D2 cells, calcium flux agonist mode; activation, % at 2 µM; hit rate 0.53% among 340,000; AID 485358;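 active = activation over 3 SD above normal in the single-dose calcium agonist read, cut at about 30% in these data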; also: 0% is about no effect
#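 In this primary screen, compounds producing a positive calcium signal within 180 s of addition to tetracycline-induced, force-coupled HEK293 Trex D2 cells are flagged; cells are dye-loaded with a no-wash calcium kit beforehand.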
# RXFP1 antagonist – blocks the human relaxin receptor RXFP1; AID 1259400; Q9HBX9; HEK293-RXFP1, relaxin-stimulated cAMP HTRF, 30 min; hits give low values; activity change, negative = inhibition, % at 57.5 µM; hit rate 0.59% among 350,000;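 active = activity change of -60% or lower, but not beyond a set lower limit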; also: % is scaled to controls: 0 for no effect and ±100 for the full control effect
# An asterisk follows results filed as active; / = not tested or not shown; & = joins results of further samples.
SMILES,D1 antagonist,D1 potentiator,TRHR enhancer,D2 PAM,RXFP1 ag,D1 agonist,D2 antagonist,D2 ag,RXFP1 antagonist
O=C(c1ccc2c3c(cccc13)CC2)C1CCCN(Cc2ccncc2)C1 (configuration not stated),-1,-11,1,-6,2.1%,2,-1,-0.1,-9
COc1ccc(NC(=O)Nc2ncccc2C)cc1,1,2,1,-7,0.9%,0,-10,0.0,-1
O=C(NCCc1ccccc1)c1ccc2nccnc2c1,20,0,7,7,2.6%,1,-2,0.3,1
CCCCNC(=O)Cn1cnc2ccc(S(=O)(=O)N3CCC(C)CC3)cc2c1=O,0,-1,-5,-7,2.3%,4,2,0.3,-14
COc1ccc(/C=C/C(=O)NCC(=O)N/N=C(/C)c2ccco2)cc1,2,-1,1,-7,-0.4%,0,-19,-0.3,-29
O=C(NNC(=S)Nc1ccc(OC(F)F)cc1)c1cc2c(s1)CCCC2,-15,-3,3,5,-0.9%,3,5,-0.9,5
COCCN1C(=O)c2ccc(C(=O)NCc3cccnc3)cc2C1=O,2,13,0,/,-0.1%,5,/,/,14
O=C1NC(c2ccccc2)=NC1(NS(=O)(=O)c1ccc(Cl)cc1)C(F)(F)F (configuration not stated),7,-4,18,-4,-0.2%,2,-4,0.5,5
O=C(NCc1cccnc1)C1CCCN(S(=O)(=O)c2ccccc2)C1 (configuration not stated),1,0,5,7,1.3%,8,7,-0.1,-8
COc1cccc(CN(C)C(=O)c2ccc3nccnc3c2)c1,2,-2,4,5,1.9%,1,-1,-0.2,-9
O=c1c2ccccc2c(/C=N/c2nnc(Cc3ccccc3)s2)c(O)n1-c1ccc(Cl)cn1,7,-3,1,-1,2.5%,3,4,-0.1,15
O=C(CC1SC(N2CCCC2)=NC1=O)Nc1ccc(C(=O)Nc2ncccc2O)cc1 (configuration not stated),-15,-18,0,6,1.4%,2,5,-0.4,-8
O=C(NCCCO)NC(=S)c1cccc2ccccc12,-4,1,1,-4,0.2%,1,11,0.4,-4
Cc1c(C(=O)Nc2ccc(F)c(F)c2)oc2ccc(S(=O)(=O)N3CCCCC3)cc12,-12&-5,-1&-7,-9&19,-7&4,0.0%&0.2%,0&2,3,-0.7&0.4,-17&-3
CCOc1ccc(NC(=O)C2C3C=CC4(CN(C(C(=O)OC)C(C)C)C(=O)C24)O3)cc1 (configuration not stated),-20,-2,-7,0,0.3%,-3,-3,-0.2,6
Cc1nn(Cc2ccc(Cl)cc2Cl)c(C)c1NC(=O)Cn1nc([N+](=O)[O-])c(Cl)c1C,3,-3,-9,10,-0.2%,2,6,-0.6,-9
O=C(NN=C1CCCC1)c1ccc(O)cc1,6,-4,4,-4,1.7%,1,-24,0.3,5
Cc1cc(Br)ccc1NC(=O)C1CCN(S(=O)(=O)c2cccc3nsnc23)CC1,13,0,5,24,5.9%,-2,/,1.1,/
CC1CCN(C(=O)NC(=O)c2ccc(Cl)cc2)CC1,-1,0,2,10,1.9%,2,-17,0.4,4
Cn1c(C(=O)NC2CC2)cc(=O)n(C)c1=O,13,-5,-1,5,1.5%,2,-34,4.8,-7
Cc1onc(-c2ccccc2)c1C(=O)n1cc(Br)cn1,1,6,2,5,-2.5%,2,/,-0.2,-3
COc1ccc(/C=C2/SC(=S)N(c3ccc(S(=O)(=O)Nc4nccs4)cc3)C2=O)cc1,-1,-1,-2,2,0.0%,2,6,-0.3,-80*
COc1ccccc1C(C)NC(=O)c1cc(S(=O)(=O)N2CCCCC2)ccc1C (configuration not stated),15,2,-7,-13,0.4%,0,2,-0.9,4
C=C(C)[C@@H]1CC=C(CN2CCN(Cc3ccccc3)CC2)CC1,-1,-11,6,4,3.8%,5,-22,-1.6,-28
Cc1ccc(S(=O)(=O)N(CC(=O)NCc2ccco2)Cc2ccccc2F)cc1,1,-2,0,17,1.2%,-3,-2,0.3,/

# Next part; the last six above are carried over.
SMILES,D1 antagonist,D1 potentiator,TRHR enhancer,D2 PAM,RXFP1 ag,D1 agonist,D2 antagonist,D2 ag,RXFP1 antagonist
Cn1c(C(=O)NC2CC2)cc(=O)n(C)c1=O,13,-5,-1,5,1.5%,2,-34,4.8,-7
Cc1onc(-c2ccccc2)c1C(=O)n1cc(Br)cn1,1,6,2,5,-2.5%,2,/,-0.2,-3
COc1ccc(/C=C2/SC(=S)N(c3ccc(S(=O)(=O)Nc4nccs4)cc3)C2=O)cc1,-1,-1,-2,2,0.0%,2,6,-0.3,-80*
COc1ccccc1C(C)NC(=O)c1cc(S(=O)(=O)N2CCCCC2)ccc1C (configuration not stated),15,2,-7,-13,0.4%,0,2,-0.9,4
C=C(C)[C@@H]1CC=C(CN2CCN(Cc3ccccc3)CC2)CC1,-1,-11,6,4,3.8%,5,-22,-1.6,-28
Cc1ccc(S(=O)(=O)N(CC(=O)NCc2ccco2)Cc2ccccc2F)cc1,1,-2,0,17,1.2%,-3,-2,0.3,/
CCOc1ccc(CCNC(=O)Cn2ccc3cc(S(=O)(=O)N4CCCCC4)ccc32)cc1,20,-2,-1,5,0.7%,3,/,-0.2,-7
CCOc1ccc(Br)cc1C1C(C(=O)Nc2ccccc2OC)=C(C)Nc2nnnn21 (configuration not stated),-12,-10,2,-18,12%,-1,/,0.9,-2
COc1cc(/C=C/C(=O)O)cc(S(=O)(=O)NC2CC2)c1OC,35,-1,-1,1,1.0%,11,4,0.0,5
COc1cccc(C2=NCCc3cc4c(cc32)OCO4)c1OC,-3,-1,7,0,-0.2%,3,-6,0.1,-4
N#Cc1c(Cl)nc(-c2cccnc2)nc1-c1ccccc1,6,-3,-4,10,16%,1,16,-1.1,/
O=[N+]([O-])c1ccc(/C=C/c2ccc3ccccc3n2)cc1,19,-4,-5,-8,-3.0%,11,6,0.6,1
Cc1cc(C)cc(OCCCn2ccnc2)c1,5,-2,6,9,0.3%,1,11,0.8,1
CC(=O)c1ccc(NC(=O)CCc2c(C)nn(-c3ccc4nnc(C)n4n3)c2C)cc1,2,-5,9,/,4.8%,0,/,0.9,5
CC(C)NC(=O)NC(=O)CN1C(=O)NC(Cc2c[nH]c3ccccc23)C1=O (configuration not stated),-5,-2,-5,1,-1.5%,4,2,0.2,4
Cc1ccc(CSc2nc3ccsc3c(=O)n2CCC(C)C)cc1,14,3,-4,-11,0.0%,7,/,0.2,-29
Cc1ccc(S(=O)(=O)c2cn(CC(=O)Nc3ccc(C)c(Cl)c3)c3ccc(C)cc3c2=O)cc1,10,0,4,-18,3.3%,4,/,21,/
CC1CN(C(=O)N2CCOCC2)CCN1C(=O)N1CCOCC1 (configuration not stated),-15,-1,-2,-2,2.9%,0,-7,0.9,-6
CC1=C(/C=C/C(C)=C/C=C/C(C)=C/C(=O)Nc2ccc(O)cc2)C(C)(C)CCC1,/,4,-6,16,-0.6%,1,22,0.6,-12&-23
CC(C)=CCN1CCN(Cc2cc(C(C)C)n[nH]2)CC1CCO (configuration not stated),5,-4,18,-15,1.6%,2,-34,0.4,4
CN(c1ccccc1)S(=O)(=O)c1cccc(NC(=O)CSc2ncc(C(F)(F)F)cc2Cl)c1,-6,1,4,10,-0.7%,22,-2,1.2,11
COC(=O)c1cccc(N(C(=O)CNC(=O)c2ccco2)C(C(=O)NC2CCCC2)c2ccco2)c1 (configuration not stated),2,-2,-7,-7,1.1%,1,-14,0.0,-8
O=C(CN1C(=O)CSc2cc(S(=O)(=O)N3CCCCCC3)ccc21)NCCc1ccccc1,-17,-14,-10,4,0.3%,2,-16,-0.5,-12
COc1ccc(-c2nc(S(=O)(=O)c3ccc(Cl)cc3)c(N3CCCCCC3)o2)cc1,15,-3,-6,-12,-1.1%,-1,/,-0.1,4
Cc1ccccc1CN1CCCN(CC(=O)Nc2c(C)cccc2C)S1(=O)=O,-7,0,5,/,0.2%,4,/,/,-8
CN(C)c1nc(N2CCN(c3ccccc3)CC2)c(C#N)c(=O)o1,10,-1,2,2,5.1%,2,4,-0.8,-5
CCN(CC(=O)Nc1c(F)cccc1F)C(=O)c1cccnc1Sc1ccccc1,4,3,4,3,0.3%,4,-3,-1.2,11
NC1=NS(=O)(=O)NC1c1cccc(Cl)c1 (configuration not stated),-11,-1,4,11,-0.4%,0,-6,0.6,-9
COc1ccccc1-c1nnc(SCCN2CCOCC2)n1-c1ccc(C)cc1,-15,-6,0,11,1.7%,2,6,0.8,-9
O=C(C[n+]1cc(-c2ccccc2)n2c1CCCCC2)c1ccc(Cl)cc1,21,0,3,-20,-1.1%,3,0,-0.4,-4
COc1ccc2oc(=O)c(-c3nnc(N)s3)cc2c1,9,-1,5,12,14%,1,-5,0.7,-17

# Later entries:
SMILES,D1 antagonist,D1 potentiator,TRHR enhancer,D2 PAM,RXFP1 ag,D1 agonist,D2 antagonist,D2 ag,RXFP1 antagonist
O=C(COCc1cc(-c2ccc3c(c2)OCO3)on1)N1CCN(c2ccc(F)cc2)CC1,-1,-6,-3,-11,-1.8%,3,-5,0.9,10
C/C(=N/Oc1nc(C)cc(C)n1)c1ccc(Br)cc1,0,-5,-13,11,2.7%,0,3,-2.8,1
Cc1cccn2c(=O)c3cc(C(=O)N4CCCCC4C)sc3nc12 (configuration not stated),-8,-5,4,5,8.3%,2,-5,0.2,-3
CCCc1c(O)nc(SC2CC(=O)N(c3cc(OC)ccc3OC)C2=O)[nH]c1=O (configuration not stated),19,-4,-1,/,3.0%,2,/,/,26
CC(Oc1ccccc1)C(=O)N1CCN=C1SCc1ccccc1 (configuration not stated),7,6,-8,0,-1.1%,12,13,0.2,-16
CCOc1cc(/C=N\NC(=O)C2C(=O)NCC2c2ccccc2)ccc1OC (configuration not stated),13,5,-5,0,0.7%,0,-10,-1.0,/
CCN(CC)c1ccc(/C=C/C(=O)c2cccnc2)cc1,-16,-2,-1,-5,-2.5%,4,8,-0.2,24
Cc1cccc2cc(C(c3nnnn3Cc3ccccc3)N3CCN(C)CC3)c(=O)[nH]c12 (configuration not stated),3,-2,-3,-5,0.2%,0,4,0.4,-7
Cc1ccc(CN2CCSc3ccc(C(=O)Nc4cc(C)cc(C)c4)cc32)cc1,-5,-1,-3,4,11%,1,/,0.9,-4
Cc1ccc(C(=O)N2CCN(c3ccccc3F)CC2)cc1S(=O)(=O)N1CCOCC1,-4,-1,-4,24,3.1%,-1,10,0.8,9
CCOc1ccc(N2C(=O)Nc3ccccc3C2(O)C(=O)NCc2ccco2)cc1 (configuration not stated),-4,-4,-4,-7,-1.1%,1,18,1.2,-23
Fc1cccc(F)c1-n1c(CN2CCCCC2)csc1=S,11,-6,3,1,0.4%,0,-2,-0.2,-3
Cc1ccc(CN2CCN(Cc3ccc(-n4cccn4)cc3C)CC2CCO)cc1 (configuration not stated),11,-4,-1,-8,-0.1%,3,8,-0.7,-24
CN(c1cccc(Cl)c1)S(=O)(=O)c1cccc(C(=O)NCc2ccncc2)c1,-3,-4,3,-5,-0.3%,7,14,-0.2,17

# Bioassay records deposited in PubChem BioAssay by National Center for Advancing Translational Sciences (NCATS).

# These rows are one share of the data. The share of hits here may be higher or lower than overall.
